MT stabilize HCS: microtubule stabilizers in HeLa cells, primary screen, imaging, high-content imaging; HeLa tubulin immunostaining HCS, 24 h; share of cells brighter than vehicle mean+2SD; hit rate 0.83% among 200,000; % tubulin-high responders, % at 10 µM; AID 2205, 2009;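 active = plate Z-score above 3 for both tubulin-high and condensed-nucleus cell shares, with cell loss under 80%, at 10 µM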;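 also: anti alpha tubulin signal scored within the nucleus-defined area of each cell; some results filed as inactive read as strong as hits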
Autophagy mod: autophagy modulators in MEF cells, primary screen, imaging, high-content, MEF GFP-LC3. calls only at 10 µM (by protocol). hit rate 0.98% among 190,000. MEF GFP-LC3 puncta imaging; test concentration mostly 10 µM;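 active = percentage of spot-positive cells more than 3 SD above its plate mean, without a fluorescence outlier flag or 80% toxicity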;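 also: spot-positive cell cutoff set from DMSO-treated cells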
Yfh1-off respiration: enhancers of respiration in Yfh1-depleted yeast, dose response, Friedreich's ataxia, plus single-dose screen (AID 1465); hit rate 0.074% among 220,000; fold induction at 50 µM; hits with a dose series show EC50 in µM; S. cerevisiae Yfh1-off respiration, WST-1 reduction, 72 h; higher fold induction means a stronger effect;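 active = fold induction of absorbance versus untreated yeast above a set limit, then at least 30% activation at any dose in follow-up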;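 also: activators that raise dye reduction in frataxin-depleted yeast; strong numbers were not always called active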
Insulin prom up: insulin promoter activators in MIN6 cells, imaging, high-content screening, mouse beta cells. MIN6 insulin promoter-GFP reporter; hits give high values. z-score at 5 µM. hit rate 0.3% among 190,000. AID 1625, 2009;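 active = z-score above 3 at 5 µM with at least 500 cells counted in the well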
PMI inhibition: human PMI inhibitors, high substrate, primary screen, biochemical, fluorescence intensity, high mannose 6-phosphate (AID 1220). recombinant PMI enzyme, coupled fluorescence intensity; higher % means a stronger effect. hit rate 0.66% among 190,000. inhibition, % at 20 µM, or IC50 in µM where a hit was titrated. Mannose-6-phosphate isomerase (Homo sapiens)
Dynein transport: inhibitors of GR-EGFP nuclear translocation, primary screen, dynein cargo transport inhibitor project, imaging, high-content, 3617.4 mouse cells. test concentration mostly 20 µM; stimulated with dexamethasone, 1 µM; hits give low values. z-score, hits read low. hit rate 0.47% among 220,000. AID 1381, 2008;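 active = plate z-score of nuclear minus cytoplasmic receptor signal below a set negative limit, without overly bright fluorescence or cell loss, cut at about -3.5 in these data, passing the limit was not always enough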;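 also: z-score of nuclear minus cytoplasmic ring GR-EGFP intensity difference per well; some compounds called inactive have numbers as strong as hits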
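Buffer or medium: tetracycline-free induction medium containing charcoal-stripped FBS / Reagent: dexamethasone agonist, 1.0 µM final, for 30 min / Technique: automated 10x imaging of fixed Hoechst-stained cells / Times: induction 48 h, compound 1 h, agonist 30 min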
PMI inhibitors: inhibitors of human PMI, primary screen, biochemical, fluorescence intensity, coupled assay (AID 1209); inhibition, % at 20 µM, or IC50 in µM where a hit was titrated; hit rate 0.42% among 190,000; purified PMI enzyme, coupled fluorescence intensity; higher % means a stronger effect; Mannose-6-phosphate isomerase (Homo sapiens);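 also: plate controls were DMSO vehicle for no effect and wells lacking substrate for full effect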
WT yeast gro inh: growth inhibition of WT strain, primary screen, mitochondrial fusion inhibitor project, WT and mutant strains, chemical genetic | hit rate 2.1% among 190,000 | inhibition, % at 10 µM | mitochondrial fusion phenotypic screen; in the data active = inhibition above about 58%; tested in S. cerevisiae
bCat nuc transl: modulators of beta-catenin nuclear translocation, primary screen, imaging, HeLa cells, immunofluorescence, high-content. nuclear translocation activity, % at 5 µM. hit rate 0.3% among 190,000. AID 1665, 2009;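 active = nuclear translocation activity above 50% at 5 µM, with a well cell count of 50 or more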;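 also: per-cell ratio of nuclear to cytoplasmic median beta-catenin stain intensity; plate controls were DMSO negative control for no effect and GSK-3 inhibitor IX positive control for full effect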
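assay system = human HeLa cells, endogenous beta-catenin | times = compound treatment 24 h, 37°C, 5% CO2 | detection = Anti-beta-catenin immunofluorescence on PFA-fixed, Triton-permeabilized cells, DAPI nuclei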
WT yeast gro inh mutant strain: further read-out of WT yeast gro inh, marked with its call; inhibition, %; mitochondrial fusion phenotypic screen, mutant strain inhibition
Dynein transport cytoplasmic EGFP: also measured in Dynein transport; calls as there; z-score; measured here: cytoplasmic GR-EGFP intensity; hits give high values
Dynein transport nuclear GR-EGFP: also measured in Dynein transport; calls as there; z-score; measured here: nuclear GR-EGFP intensity;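 lower value marks the stronger effect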
Dynein transport cell count: also measured in Dynein transport; calls as there; z-score; measured here: cell count per field
Insulin prom up cell count: second read-out of Insulin prom up, no call of its own (marks repeat the call); cell count; measured here: cytotoxicity, nuclei count;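 total cells summed across four imaged fields per well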
bCat nuc transl cell count 5 µM: further read-out of bCat nuc transl, marked with its call; cell count; measured here: cell count, cytotoxicity flag
MT stabilize HCS Hoechst-high %: also measured in MT stabilize HCS; calls as there; % Hoechst-high responders; measured here: nuclear condensation Hoechst responders;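 share of cells brighter than vehicle mean plus two SD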
MT stabilize HCS cytotoxicity %: recorded beside MT stabilize HCS, whose call it bears; toxicity, %; measured here: cytotoxicity by cell density;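 0% = mean cell density of plate MIN control wells and 100% = no cells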
Autophagy mod cell loss 18 h: also measured in Autophagy mod; calls as there; toxicity, %; measured here: cell loss, nuclei count;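 cell loss after 18 h compound exposure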
* = called active by the depositor; i = inactive; · = not tested or not shown. Rule as the data show it, unless noted: active = inhibition above about 50%; inactive = the rest.

Start of the listing, in advance (two entries):
SMILES	MT stabilize HCS	MT stabilize HCS Hoechst-high %	MT stabilize HCS cytotoxicity %	Autophagy mod	Autophagy mod cell loss 18 h	Yfh1-off respiration	Insulin prom up	Insulin prom up cell count	PMI inhibition	Dynein transport	Dynein transport cytoplasmic EGFP	Dynein transport nuclear GR-EGFP	Dynein transport cell count	PMI inhibitors	WT yeast gro inh	WT yeast gro inh mutant strain	bCat nuc transl	bCat nuc transl cell count 5 µM
C=CCN1C(=O)/C(=C2\SC(N3CCOCC3)=NC2=O)c2cc(Br)ccc21	2.1	1.7	7.7	i	0	i	-2.4	1890	26%	-0.58	-0.23	-0.94	0.23	27%	-9	-15	0.1	1060
O=S(=O)(c1ccc2oc(=S)[nH]c2c1)N1CCCCC1	·	·	·	·	·	i	-0.04	1400	·	0.19	-0.26	0.041	-0.12	·	·	·	-3.4	1180

All compounds of this part, from the start:
SMILES	MT stabilize HCS	MT stabilize HCS Hoechst-high %	MT stabilize HCS cytotoxicity %	Autophagy mod	Autophagy mod cell loss 18 h	Yfh1-off respiration	Insulin prom up	Insulin prom up cell count	PMI inhibition	Dynein transport	Dynein transport cytoplasmic EGFP	Dynein transport nuclear GR-EGFP	Dynein transport cell count	PMI inhibitors	WT yeast gro inh	WT yeast gro inh mutant strain	bCat nuc transl	bCat nuc transl cell count 5 µM
C=CCN1C(=O)/C(=C2\SC(N3CCOCC3)=NC2=O)c2cc(Br)ccc21	2.1	1.7	7.7	i	0	i	-2.4	1890	26%	-0.58	-0.23	-0.94	0.23	27%	-9	-15	0.1	1060
O=S(=O)(c1ccc2oc(=S)[nH]c2c1)N1CCCCC1	·	·	·	·	·	i	-0.04	1400	·	0.19	-0.26	0.041	-0.12	·	·	·	-3.4	1180
O=C(OCC(=O)c1cccs1)C1=COCCO1	3.3	1.6	7.2	i	-2	i	0.25	1339	6%	-0.27	-0.035	0.5	-0.46	12%	10	21	·	·
CCOC(=O)CNC(=O)C1CCCc2c1[nH]c1ccc(Cl)cc21 (stereo unspecified)	3.9	3.4	3.5	i	1	i	0.24	1556	2%	-0.25	-0.14	0.37	-0.14	9%	0	10	-1.3	914
FC(F)(F)c1ccccc1NC(=S)Nc1cccc2cnccc12	3.1	2.2	7.3	i	1	i	·	·	-35%	1.7	-0.27	1	-1.3	5%	-2	-2	-1.9	1103
CC(C)(C)NS(=O)(=O)c1cnc(Cl)c(Cl)c1	2.6	2.2	7.8	i	6	i	·	·	-3%	-0.95	-0.18	-0.56	-0.14	3%	60*	1.1*	·	·
CCOc1ccc(C(=O)NNC2CC(=O)N(CCc3ccccc3)C2=O)cc1OC (stereo unspecified)	3.1	2.8	0.2	i	4	i	0.45	1323	13%	1.6	-0.19	0.47	-1.1	10%	-2	8	·	·
Cc1cc(C(=O)N2CCc3c([nH]c4ccccc34)C2c2cccc(Cl)c2)nn1C (stereo unspecified)	3.2	2.3	7.2	i	-2	i	·	·	17%	-0.28	-0.15	-0.16	-0.83	14%	61*	48*	-1.2	899
COc1ccccc1/C=C/C(=O)NCC(=O)N1CCC(N(C)C2CCCC2)CC1	4.8	1.4	11	i	16	i	·	·	-14%	2.1	0.22	1	-1.2	-10%	18	6	-4.8	578
Cc1ccc(C(=O)/C=C/Nc2ccccc2C(N)=O)o1	1.8	1.9	7.5	i	-6	i	0.05	1238	8%	-0.73	-0.14	-0.29	-0.71	13%	7	0	0.4	1163
Cc1nc(S/C(=C\c2ccc(OCc3ccccc3Cl)cc2)C(=O)O)n[nH]1	4.1	1.7	6.5	i	-34	i	·	·	-9%	-0.11	-0.22	-0.19	-0.17	-2%	1	-7	·	·
CCCS(=O)(=O)N1CCCC(C(=O)N2CCN(C(=O)OCC)CC2)C1 (stereo unspecified)	1.6	1.3	2.6	i	0	i	0.23	1727	-9%	-0.45	-0.12	-0.35	0.73	-7%	0	2	-1.5	1389
COc1ccc(S(=O)(=O)NCc2ccc(C(=O)N3CCc4ccccc4C3)cc2)cc1	3.0	2.7	4.1	i	11	i	-0.29	1316	10%	-0.69	-0.31	-0.61	1.1	19%	19	-7	2.1	1101
CCC(=O)N(CCc1ccccc1)Cc1cc2cc(OC)ccc2[nH]c1=O	·	·	·	·	·	i	-1.4	981	·	-0.42	-0.24	0.2	0.66	·	·	·	-1.2	1335
C=C(C)Cn1c(=O)c2c(nc3n2CCN3c2cccc(Cl)c2C)n(C)c1=O	·	·	·	·	·	i	-0.82	1162	4%	·	·	·	·	-4%	·	·	1.4	1091
FC(F)(F)c1cccc(-c2ccc(-c3csnn3)o2)c1	9.2	1.9	4.8	i	-1	i	0.56	1221	3%	-0.36	0.04	-0.14	0.32	0%	19	3	0.8	995
CC(CNS(=O)(=O)c1ccccc1)Sc1ncccn1 (stereo unspecified)	·	·	·	·	·	i	0.07	1150	·	0.25	-0.22	0.02	-0.66	·	·	·	-0.1	1284
CC(NS(=O)(=O)c1ccccc1)C(=O)NCCc1ccccn1 (stereo unspecified)	1.4	1.3	11	i	-5	i	-0.13	1696	-4%	0.38	-0.33	-0.095	-0.18	-4%	-18	10	1.9	918
CCCc1[nH]nc2c1C(c1ccc(OC)c(CSC3=NCCS3)c1)C(C#N)=C(N)O2 (stereo unspecified)	2.1	2.3	8.8	i	-4	i	0.05	1296	3%	-1.2	-0.18	-0.74	1.1	11%	57	32	-3.8	1193
CCOc1ccc(NS(=O)(=O)c2ccc3[nH]c(=O)oc3c2)cc1	3.5	3.2	5.3	i	5	i	-0.74	924	-6%	0.21	-0.027	0.19	-0.5	-7%	9	0	·	·
O=C(C1CCCN(Cc2cccs2)C1)N1CCCCCC1 (stereo unspecified)	2.2	4.0	4.0	i	11	i	1.2	1599	-4%	0.19	-0.18	0.4	0.53	-1%	-24	2	5.3	1392
NS(=O)(=O)c1ccc(CCNC(=O)CSc2nc3ccccc3c(=O)n2CCC(=O)N2CCCCC2)cc1	3.1	2.4	8.2	i	-1	i	0.14	1184	9%	0.35	-0.3	0.076	0.038	2%	-2	9	-1.0	1134
Fc1cccc(/C=N/N=C/c2cccc(F)c2)c1	5.1	2.1	7.5	i	1	i	-0.08	1238	-8%	-0.7	-0.35	0.0096	0.6	-4%	-1	-1	-5.6	1104
O=C(c1ccc(Br)cc1)c1sc(N2CCOCC2)nc1-c1ccccc1	2.9	2.2	2.9	i	5	i	-1.6	1265	14%	0.45	-0.28	0.56	-0.5	16%	42	-16	4.0	985
COc1ccccc1-c1cc(C(=O)NCCc2ccccc2)no1	21*	5.5*	47*	i	16	i	·	·	3%	-0.26	-0.14	-0.13	-0.61	4%	0	8	·	·
COC(=O)/C=C1/SC(=NC(=O)c2ccccc2)NC1=O	3.1	3.3	7.4	i	6	i	0.61	1555	19%	-0.44	-0.25	-0.25	0.13	16%	-7	-8	-3.9	1067
COc1cccc(N=Cc2c[nH][nH]c2=O)c1	0.9	1.1	2.7	i	-3	i	0.19	1547	17%	-0.31	-0.19	-0.25	-0.17	15%	1	-6	0.2	1444
CC(C)c1cc(C(N)=O)c(NC(=O)c2cccc(COc3ccc(Cl)cc3)c2)s1	1.2	1.6	9.3	i	5	·	-0.2	984	16%	0.85	0.35	0.73	-1.2	24%	65*	20*	-4.7	1249
COc1ccc(OC)c(N(CC(=O)Nc2cccnc2)S(=O)(=O)c2ccc(C)cc2)c1	1.7	0.9	5.0	i	12	i	-0.11	895	-4%	0.18	-0.16	0.36	0.57	6%	6	-4	-2.2	1148
C=CCOc1ccc(CNn2c(C)n[nH]c2=S)cc1OC	2.2	2.2	5.1	i	-25	i	·	·	-3%	2.3	-0.14	0.098	-1.7	6%	-55	3	·	·
CCOc1ncccc1C(=O)OCC(=O)c1cc(C)n(Cc2ccco2)c1C	1.9	2.5	10	i	7	i	-0.1	928	12%	-0.52	0.063	-0.052	0.29	13%	-1	-2	0.4	1069
O=C(NC(=O)c1ccc(F)cc1F)Nc1ccc(Cl)cc1	·	·	·	·	·	i	-0.82	1025	·	-0.5	-0.26	0.18	0.084	·	·	·	-0.8	1337

Record cards, as listed above. Values in the order: MT stabilize HCS	MT stabilize HCS Hoechst-high %	MT stabilize HCS cytotoxicity %	Autophagy mod	Autophagy mod cell loss 18 h	Yfh1-off respiration	Insulin prom up	Insulin prom up cell count	PMI inhibition	Dynein transport	Dynein transport cytoplasmic EGFP	Dynein transport nuclear GR-EGFP	Dynein transport cell count	PMI inhibitors	WT yeast gro inh	WT yeast gro inh mutant strain	bCat nuc transl	bCat nuc transl cell count 5 µM
CCOc1ncccc1C(=O)OCC(=O)c1cc(C)n(Cc2ccco2)c1C is listed with 1.9	2.5	10	i	7	i	-0.1	928	12%	-0.52	0.063	-0.052	0.29	13%	-1	-2	0.4	1069
CCOc1ccc(NS(=O)(=O)c2ccc3[nH]c(=O)oc3c2)cc1 is listed with 3.5	3.2	5.3	i	5	i	-0.74	924	-6%	0.21	-0.027	0.19	-0.5	-7%	9	0	·	·

High-throughput results from PubChem.
